# RTF Ca sens act: cardiac RTF calcium sensitivity activators, primary screen, biochemical, IANBD-TnC fluorescence, EC20 calcium; Troponin I, cardiac muscle (Homo sapiens) + Troponin T, cardiac muscle (Homo sapiens) + …; IANBD-labeled TnC RTF fluorescence at EC20 calcium; 0% EC20 calcium, 100% full calcium; activation, % at 7.2 µM; 0.24% of 340,000 active; AID 493008, 2010;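 active = activation above the mean over all tested compounds plus 3 SD, cut at about 30% in these data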;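 also: rise in fluorescence read as greater calcium sensitivity of cardiac thin filaments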
# MITF TRPM1 HTS: activators of MITF-driven TRPM1 promoter reporter, primary screen, cell-based, SK-MEL-5, luciferase, single point; SK-MEL-5 TRPM1-promoter luciferase, 24 h; % of positive control, neutral wells = 0; activation, % at 12.5 µM; 0.75% of 300,000 active;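 active = mean activation of at least 80% with every replicate also reaching 80%; inconclusive = mean reaches 80% but some replicate falls short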;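 also: 0% = neutral control wells and 100% = parthenolide positive control wells; values of inactives mirror those of a sister screen read the other way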
# SR-BI DiI inh: inhibitors of SR-BI mediated HDL lipid uptake, primary screen, ldlA[mSR-BI] cells, fluorescence, single point; Scavenger receptor class B member 1 (Mus musculus), Q61009; ldlA[mSR-BI] CHO cells, DiI-HDL uptake fluorescence, 3 h; inhibition, % at 12.5 µM; 0.96% of 320,000 active; AID 488896, 2010;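 active = mean replicate inhibition of at least 70% and a set share of replicates each scoring 70 or more; inconclusive = meets just one of the two criteria; inactive = fails both criteria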;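 also: 0% = median of neutral control wells and 100% = median of positive control wells; values of inactives mirror those of a sister screen read the other way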
# Target sequence (Q61009 whole entry, looked up): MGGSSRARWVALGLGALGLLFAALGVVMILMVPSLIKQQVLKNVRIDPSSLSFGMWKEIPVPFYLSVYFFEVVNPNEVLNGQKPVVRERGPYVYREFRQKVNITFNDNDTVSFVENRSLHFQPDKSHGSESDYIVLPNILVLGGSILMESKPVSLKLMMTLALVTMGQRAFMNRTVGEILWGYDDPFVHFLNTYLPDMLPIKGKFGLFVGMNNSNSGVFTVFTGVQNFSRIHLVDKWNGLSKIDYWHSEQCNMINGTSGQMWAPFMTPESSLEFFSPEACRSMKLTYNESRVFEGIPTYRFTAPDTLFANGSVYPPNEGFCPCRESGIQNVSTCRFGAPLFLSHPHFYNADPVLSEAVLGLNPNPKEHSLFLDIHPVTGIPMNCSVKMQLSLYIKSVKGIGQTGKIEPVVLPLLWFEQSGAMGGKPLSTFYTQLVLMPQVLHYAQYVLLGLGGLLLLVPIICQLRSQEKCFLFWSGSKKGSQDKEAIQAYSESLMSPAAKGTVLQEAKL
# Rtt109 Vps75: inhibitors of C. albicans Rtt109/Vps75 HAT, primary screen, biochemical, ThioGlo CoA-SH fluorescence, plate reader | 0.16% of 330,000 active | inhibition, % at 34.9 µM | purified Rtt109/Vps75, 4 h | AID 540336, 2011;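 active = inhibition of at least 50% in every replicate; inconclusive = best replicate reaches 50% inhibition but some replicates fall short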
# HTR5A ag: HTR5A agonists in luminescence cell assay, primary screen, counter-screen for OPRM1-OPRD1 heterodimer agonist project, full-deck HTS. cell-based. 0.61% of 340,000 active. 5-hydroxytryptamine receptor 5A (Homo sapiens), P47898. AID 504692, 2011. activation, % at 9.3 µM; in the data active = activation mostly above about 9.5%, no sharp cut-off; inactive = mostly below about 7.6%;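 also: 0% = cells with vehicle only and 100% = reference agonist; strong numbers were not always called active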
# Target sequence (P47898 whole entry, looked up): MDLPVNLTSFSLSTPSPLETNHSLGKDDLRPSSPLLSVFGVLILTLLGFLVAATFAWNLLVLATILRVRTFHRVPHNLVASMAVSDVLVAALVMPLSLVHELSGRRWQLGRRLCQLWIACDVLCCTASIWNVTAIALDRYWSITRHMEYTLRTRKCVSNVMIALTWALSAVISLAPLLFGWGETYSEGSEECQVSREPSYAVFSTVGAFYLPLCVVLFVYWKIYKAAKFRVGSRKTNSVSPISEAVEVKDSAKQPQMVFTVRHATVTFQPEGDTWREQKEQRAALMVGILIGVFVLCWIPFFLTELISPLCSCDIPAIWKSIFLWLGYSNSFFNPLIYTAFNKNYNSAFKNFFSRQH
# SR-BI uptake up: activators of SR-BI mediated DiI-HDL uptake, primary screen, ldlA[mSR-BI] CHO cells, DiI fluorescence; 3 h; 100 = double the neutral-control signal; activation, % at 12.5 µM; 0.096% of 320,000 active; AID 504775, 2011;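 active = mean replicate activation of at least 60% and every replicate at or above 60%; inconclusive = mean or all-replicate condition met, but not both; inactive = mean below 60% and not all replicates reaching 60%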;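 also: 0% = median plate neutral-control signal and 100% = twice that signal; values of inactives mirror those of a sister screen read the other way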
#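 Assay system: CHO ldlA[mSR-BI] cells, LDL receptor-null, SR-BI overexpressing; medium: Ham's F12 with 0.5% BSA, HEPES 25 mM, pH 7.4; also added: DiI-HDL 10 µg/mL; timing: 3 h uptake period with compound, 37 °C; signal: DiI fluorescence, bottom read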
# Wnt act: Wnt/beta-catenin pathway activators, primary screen, cell-based, plate reader, single point. 1.2% of 300,000 active. Wnt/beta-catenin reporter cell assay, activator. activation, % at 9.35 µM. AID 743398, 2014; in the data active = activation above about 30%, passing the limit was not always enough; inconclusive = no clear call, values can overlap the other calls;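 also: 0% = neutral control wells and 100% = positive control wells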
# CDK5 p35 inh: inhibitors of human CDK5/p35 kinase, primary screen, biochemical, single concentration. 0.01% of 330,000 active. Recombinant CDK5/p35, ADP-Glo luminescence, 60 min. AID 488839, 2010. Cyclin-dependent kinase 5 (Homo sapiens) + Cyclin-dependent kinase 5 activator 1 (Homo …. inhibition, % at 10 µM;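 active = highest replicate inhibition of at least 50% and at least 75% of replicates reaching 50%; inconclusive = only one of the two criteria met; inactive = both criteria failed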;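 also: plate controls were DMSO neutral control for no effect and GW8510 at 10 µM for full effect; many of its hits are not listed in these tables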
# PvdQ acylase: P. aeruginosa PvdQ acylase inhibitors, primary screen, biochemical, fluorescence, plate reader and imaging, single point. purified PvdQ acylase. inhibition, % at 10 µM. 0.063% of 340,000 active; in the data active = inhibition above about 30%, passing the limit was not always enough; inconclusive = no clear call, values can overlap the other calls;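 also: 0% = vehicle neutral wells and 100% = reference inhibitor wells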
# dFosB act: activators of delta FosB homodimer, primary screen, biochemical, fluorescence polarization, TAMRA-CDK5 oligo, single point. purified delta FosB; percent of positive-control signal above neutral wells. activation, % at 25 µM. 0.99% of 340,000 active;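 active = mean activation above about 17%, with every replicate also reaching it, limit read from the data, passing the limit was not always enough; inconclusive = only one of the two conditions met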;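 also: fluorescence polarization rise as delta FosB binds a TAMRA Cdk5 AP-1 oligo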
# Starred values were filed as active, the others as inactive; ? = inconclusive; . = no result given.
SMILES,RTF Ca sens act,MITF TRPM1 HTS,SR-BI DiI inh,Rtt109 Vps75,HTR5A ag,SR-BI uptake up,Wnt act,CDK5 p35 inh,PvdQ acylase,dFosB act
COc1ccc(NC(=S)NCCCN2CCOCC2)cc1,11,1,-3,-3,4,3,-1,0.1,-16,2
CC(C)NC(=O)C12CC3CC(C1)CC(C(=O)NC(C)C)(C3)C2,-3,-5,1,-6,1,-1,-7,1.4,-9,8
Cc1c(NC(=O)C2CCCN2S(=O)(=O)c2ccc(Cl)cc2)c(=O)n(-c2ccccc2)n1C (stereo not drawn),6,0,-23,-2,2,23,.,0.9,7,-4
COc1ccc(N2C(=S)N(C(=O)c3ccccc3)C(=Nc3ccccc3)C2=Nc2ccccc2)cc1,-3,.,15,-21,-3,-15,.,-3.7,2,-5
C=CCN1C(=O)C(O)(CC(=O)c2ccc(Cl)cc2)c2ccccc21 (stereo not drawn),-3,1,-19,5,-3,19,.,-2.4,-27,-8
COc1cccc(C(=O)COC(=O)CCCC(=O)NC2CCCCC2)c1,-2,0,-7,-4,0,7,-1,0.1,-9,-2
O=C(c1nc[nH]c1C(=O)N1CCc2ccccc2C1)N1CCc2ccccc2C1,2,6,-18,-7,7,18,1,-1.2,-7,1
COc1ccc(Cl)cc1N(CC(=O)N/N=C/c1ccc(OCC(N)=O)cc1)S(C)(=O)=O,-1,-2,-9,5,3,9,-7,-2.1,5,6
Cc1ccc(NC(=O)C(NS(=O)(=O)c2cccc3nsnc23)C(C)C)nc1 (stereo not drawn),2,6,-1,-3,-7,1,-4,-1.4,-6,-11
S=C1CCC(c2ccc(Cl)cc2)=NN1c1ccccc1,14,.,15,-6,0,-15,-1,1.0,-14,-6
CCOc1ccc(CN2CCNC(=O)C2CC(=O)N(C)Cc2nonc2C)cc1 (stereo not drawn),7,4,-19,4,-2,19,-2,-4.1,-9,-3
CN(C)S(=O)(=O)c1cccc(NC(=O)COC(=O)CCSc2ccc(Cl)cc2)c1,-5,13,-10,-8,5,10,.,0.5,7,-8
COc1ccc(C2=Nn3c(C)nnc3SC2)cc1,-8,-4,2,2,0,-2,1,-1.4,3,-3
COc1ccc(-n2cc(CNCCN3CCOC3=O)c(-c3ccccc3Cl)n2)cc1,-1,-1,.,2,-1,.,4,1.4,0,-1
CCOC(=O)Cc1csc(NS(=O)(=O)c2ccc(Cl)cc2)n1,-2,-6,-16,-9,1,16,-1,-4.2,1,-8
COC(=O)c1ccc(OCC(=O)NC(C)(C)C)cc1,-3,15,-15,-1,7,15,.,-1.8,0,3
CCC(=O)Nc1cc(-c2nn(CC(=O)N3CCCCC3)c(=O)c3ccccc23)ccc1N1CCOCC1,-1,.,-9,3,3,9,.,2.1,5,2
Cc1[nH]c2ccc3ccccc3c2c(=O)c1C/C=C/Cl,0,32,-2,-7,1,2,3,-0.1,-5,1
O=C(N/N=C/c1ccc(F)cc1)c1cc(-c2ccccn2)nc2ccccc12,-11,-16,30,4,3,-30,-3,0.6,-17,4
CC(=O)N1CCN(CCN2C(C)=CC(=C(C#N)C#N)C=C2C)CC1,-1,1,0,-4,-2,0,-1,0.6,5,0
COc1ccc(/C=N\NC(=O)c2ccc([N+](=O)[O-])cc2)cc1COc1c(F)c(F)cc(F)c1F,2,-9,61,-3,4,-61,-1,0.2,-13,2
CCC(C(=O)N1CCN(Cc2ccc3c(c2)OCO3)CC1)n1c(=O)[nH]c2ccccc2c1=O (stereo not drawn),1,1,-1,6,6,1,1,-2.0,-26,-6
COc1cccc(NC(=O)CSc2nnc(-c3cccnc3)o2)c1,-1,-8,-21,7,2,21,-3,0.4,1,2
Cc1ccc(C)c(N=Nc2ccc(O)c3ncccc23)c1,0,-62,39,-3,1,-39,-9,-2.1,13,-12
O=C(O)C1CCCCC1C(=O)Nc1ccc(-c2ccccc2)cc1 (stereo not drawn),16,6,-18,-1,-3,18,-2,-2.3,-20,-7
N/C(=N\NS(=O)(=O)c1cc(C(F)(F)F)cc(C(F)(F)F)c1)c1ccccn1,0,2,-14,-3,5,14,-2,1.5,-3,-7
COc1ccc(S(=O)(=O)NC(CC(=O)NCc2ccccc2OC)c2ccco2)cc1 (stereo not drawn),3,7,9,-6,-6,-9,.,-0.3,-11,-6
COc1ccccc1-c1cc(C(=O)N2CCCC2)no1,0,51,41,-13,5,-41,37*,0.1,-5,-13
Cc1ccc(C2CC(c3ccc(Cl)cc3)=NNC2=O)cc1 (stereo not drawn),-1,3,-3,-1,-7,3,-4,0.7,-5,-7
CC(=O)O[C@@H]1C[C@H]2C(C)=C[C@H]3OC(=O)[C@@H](C)[C@H]3C[C@H]2[C@]1(C)O,-8,2,-11,-8,-1,11,4,0.9,0,8
N/C(Cn1cncn1)=N\NC(=O)C(=O)Nc1ccc(Cl)cc1Cl,1,-6,-9,1,2,9,-11,0.1,5,-1
Cn1c(=O)c2c(nc(CN3CCN(C(=O)c4ccco4)CC3)n2CCCO)n(C)c1=O,-4,13,-7,1,-1,7,-1,.,-13,8
O=C(c1ccccc1)c1c2c(cc3sc4ccccc4[n+]13)-c1cccc3cccc-2c13,3,-85,4,9,33*,-4,-25,-0.3,-7,22*
CCN(C(=O)C(C)OC(=O)C1C(C(=O)OC)=C(C)NC(C)=C1C(=O)OC)c1ccccc1 (stereo not drawn),2,-1,-6,4,3,6,-4,1.0,7,-7
O=C(COC(=O)c1n[nH]c2ccccc12)Nc1ccccc1,0,46,-20,-3,-2,20,.,-3.0,-3,0
CCc1ccc(N(C(=O)c2ccco2)C(C(=O)NC2CCCC2)c2cccnc2)cc1 (stereo not drawn),3,-6,.,4,2,.,3,0.6,1,-3
N#C/C(=N\Nc1ccccc1)C(=N)N1CCCCC1,0,42,-9,-4,8,9,.,1.5,-15,-2
Cc1nn(-c2ccccc2)c(C)c1C(=O)OCC(O)=C(C#N)c1nc2ccccc2[nH]1,4,-3,-9,7,-1,9,-4,-1.7,-9,-2
Cc1ccc(NC(=O)Cn2cccc2C2=NC(c3ccccc3)CO2)cc1C (stereo not drawn),-2,-7,54,3,1,-54,-2,1.0,-12,-3
O=Nc1c(O)[nH]c2c(F)cccc12,0,-23,-16,-1,2,16,1,0.1,-31,8
CC(C)(C)c1ccccc1OCCN1CCCC1,-2,9,-35,-2,-9,35,-1,-1.1,-12,-1
COc1ccc(Cl)cc1N(CC(=O)NC(C(C)C)C(C)C)S(C)(=O)=O,5,13,-16,-1,5,16,6,0.8,-12,2
CSCCC(NC(=O)COc1ccccc1)C(=O)Nc1ccc(C)cc1 (stereo not drawn),-9,5,20,7,0,-20,-1,1.3,-19,-7
O=C1OCC2=C1C(c1ccccc1)CC(=O)N2c1ccccc1 (stereo not drawn),1,35,-17,-2,1,17,-2,-1.9,-13,2
O=C(c1ccco1)N1CCN(C(=O)C2Cc3ccccc3CN2S(=O)(=O)c2ccc(F)cc2)CC1 (stereo not drawn),8,3,.,4,-3,.,.,2.4,-8,-2
CC(C)c1ccc(OC(=O)c2ccc3c(=O)n4c(nc3c2)CCC4)cc1,-8,3,3,3,10,-3,1,0.5,-4,-12
CC1=C(C(=O)N2CCCCCC2)C2(CCC(C)CC2)OC1=O (stereo not drawn),-3,.,-6,-3,-4,6,.,0.6,9,4
CN(C)CCC(C(=O)c1ccccc1)c1cccnc1 (stereo not drawn),-2,4,14,0,2,-14,1,-2.9,-6,1
CN(C)c1ccc(C=C2C(=O)OC(C)(C(C)(C)C)OC2=O)cc1 (stereo not drawn),-6,4,?,-4,-2,-72,.,-1.2,9,-10
COc1ccc(-c2nc(CS(=O)CC(=O)NC3CCCc4ccccc43)c(C)o2)cc1OC (stereo not drawn),5,-8,62,2,3,-62,-1,1.6,-8,-3
COc1ccc(CCNC(=O)c2cc(C(=O)c3cc(C)ccc3O)cn(CCc3ccc(OC)cc3)c2=O)cc1,-1,1,37,1,8,-37,.,2.0,-8,-6
COc1ccc(Cc2nnc(NC(=O)c3ccccc3)s2)cc1OC,-1,.,7,-1,-4,-7,-1,1.0,-6,-4
CC(C)(C#N)Nc1ccccc1,1,-13,-37,-3,0,37,4,-0.1,1,-3
Cc1ccc(S(=O)(=O)Nc2ccccc2CNc2c(C)n(C)n(-c3ccccc3)c2=O)cc1,4,-4,3,5,0,-3,1,0.8,0,-7
CC(C)[C@@H]1NC(=O)c2cc([N+](=O)[O-])cc(I)c2OCC[C@@H](C(N)=O)NC(=O)[C@H](CCC(=O)O)NC1=O,6,13,-31,11,3,31,0,0.2,-15,-2
O=C(Nc1ccccc1C(=O)N1CCCCCC1)c1ccc(F)cc1,-4,-8,2,10,0,-2,-3,-1.1,4,-4
CCn1ccnc1C(O)c1ccc(N(C)C)cc1 (stereo not drawn),1,.,-13,-4,7,13,.,-0.6,-12,-7
COc1ccc(-n2nnc3c(=O)n(CC(=O)N4CCCCC4)cnc32)cc1,-1,.,-2,5,-1,2,1,3.0,5,-3
NS(=O)(=O)c1ccc(-c2ccc(C=O)o2)cc1,.,2,-36,2,.,36,0,1.1,-7,-7
CCS(=O)(=O)c1ccc(O)c(NC(=O)Nc2cccc3ccccc23)c1,1,.,-5,-4,-4,5,0,6.5,-15,-14
# Next section:
SMILES,RTF Ca sens act,MITF TRPM1 HTS,SR-BI DiI inh,Rtt109 Vps75,HTR5A ag,SR-BI uptake up,Wnt act,CDK5 p35 inh,PvdQ acylase,dFosB act
O=C(CCCSc1ccc(Cl)cc1)Nc1cc(S(=O)(=O)N2CCOCC2)ccc1O,-7,-4,0,-8,-4,0,0,1.4,-7,-4
O=C(NCC(F)(F)F)Nc1ncccn1,5,-1,9,-5,-2,-9,.,0.2,-15,-1
COc1ccc(S(=O)(=O)N2CCOC23CCN(S(=O)(=O)c2ccccc2)CC3)cc1,-4,18,-12,2,-1,12,0,1.0,-12,-2
O=C(Nc1cccnc1)c1ccc2nc(-c3ccccc3)c(-c3ccccc3)nc2c1,5,1,62,1,-2,-62,-2,-1.8,-11,-12
CCCCCOc1ccccc1C(=O)NCC(=O)O,5,.,-8,0,4,8,.,0.1,1,2

# High-throughput results deposited in PubChem by several laboratories.

# Rows were taken by chance; 4.4% or so of the library scored in one or more.
